# Bioassay records: PubChem, SRMLSC
# E coli WT inh = blocks growth of wild type E. coli BW25113; E. coli BW25113 growth inhibition, OD600; inhibition, % at 10 µM; actives 0.05% (n = 20,000); in the data active = inhibition above about 40%;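 also: bacteria exposed to compound for 20 hours at 37 °C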
#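 Material: bacterial strain in a whole-cell growth screen; Amount: inoculum from a 1:1000 dilution of a 1.5 h subculture; Buffer or medium: LB plus kanamycin 50 µg/mL; Dosing: one dose, 10 µM final; Times: compound exposure of 20 h at 37 °C; Measured by: absorbance at 615 nm as a measure of bacterial growth.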
# * hit, by the source's call; & = joins results of further samples. An excerpt; the hit share may differ from the screen's.
mol	E coli WT inh
O=C(Nc1nc(-c2ccc(S(=O)(=O)N3CCCC3)cc2)cs1)C1COc2ccccc2O1 (stereo not drawn)	-3.1
CCOC(=O)c1c(NC(=O)Cn2c(C)nc3ccccc32)sc2c1CCC2	13.7
O=C(CNC(=O)c1ccccc1C(=O)O)c1ccccc1	12.1
O=C(COc1ccccc1F)NC1CC1	-9.9
C=CCSc1nnc(-c2ccc(Cl)cc2Cl)o1	1.9
CCCCN(CCCC)C(=O)CN(C)S(=O)(=O)c1ccc2c(c1)n(C)c(=O)c(=O)n2C	-2.0
CCn1c(CC(=O)Nc2cccc(OC)c2)nnc1SCC(=O)Nc1nccs1	-1.2
Brc1cc2c(cc1Cn1c(-c3cncs3)nc3ccccc31)OCO2	-18.4
O=C(CCCn1c(=S)[nH]c2cc3c(cc2c1=O)OCO3)N1CCN(c2ccccc2F)CC1	17.0
COc1cccc(-c2cc(C(F)(F)F)n3ncc(C(=O)O)c3n2)c1	-3.2
CCc1cc(C)cc(OCCNC(=O)c2ncn[nH]2)c1	-3.6
CCc1ccc(NC2CC(=O)N(c3ccc(OC)cc3OC)C2=O)cc1 (stereo not drawn)	-20.8
O=C1CC(N2CCN(c3ccc(F)cc3)CC2)C(=O)N1Cc1cccs1 (stereo not drawn)	-21.0
C[C@]12CCC(=O)C=C1CC[C@@H]1[C@@H]2[C@@H](O)C[C@@]2(C)[C@H]1CC[C@]2(O)C(=O)COC(=O)CCC(=O)O	-3.0&6.7
Cc1cc(C)cc(-n2ccnc2SCC(=O)Nc2ccc3c(c2)OCCO3)c1	7.5
O=S(=O)(Nc1cccnc1)c1cccc(C(F)(F)F)c1	-4.7
CCOC(=O)CCCCC(=O)c1[nH]c(=O)[nH]c1CN1CCOCC1	-10.7
Cc1ccc(-c2nnc(CSc3nc4cc5c(cc4cc3C)OCO5)o2)cc1	-23.3
O=S(=O)(c1ccc(S(=O)(=O)N2CCN3CCCC3C2)cc1)N1CCCC1 (stereo not drawn)	5.2
CC(C)(C)Nc1nc(OCC(F)(F)F)nc(OCC(F)(F)F)n1	0.9
Cn1c(=O)n(C)c2cc(NS(=O)(=O)c3ccc4c(c3)CCCC4)ccc21	1.7
O=C1N2CCSC2=NC1(Nc1nccs1)C(F)(F)F (stereo not drawn)	-16.4
O=C1C2C3C=CC(C3)C2C(=O)N1c1cccc(N2C(=O)C3C4C=CC(C4)C3C2=O)n1 (stereo not drawn)	-5.8
COC(=O)C1CCN(C(=O)c2sc3nc(-c4ccc(F)cc4)cn3c2C)CC1	-2.6
CCOc1ccc(-n2cnnn2)cc1S(=O)(=O)NCCc1ccc(OC)c(OC)c1	3.8
c1cc2c(cc1C1CCCN1)OCCCO2 (stereo not drawn)	-2.2
Brc1ccc2ncnc(Nc3ccc(N4CCOCC4)cc3)c2c1	-2.2
CC(=O)Nc1c(O)[nH]c2ccccc12	-2.9
NS(=O)(=O)c1ccc(NC(=O)CSc2nnc(Cc3cccs3)n2-c2ccccc2)cc1	-10.6
CC(C)c1ccc(C(O)c2cnc(C(C)C)n2C)cc1 (stereo not drawn)	8.3
COC(=O)Nc1ccc(S(=O)(=O)N(C)CC(F)(F)C(F)F)cc1	-3.1
CC(=O)c1cn(CC(=O)NCc2ccc3c(c2)OCO3)c2ccccc12	-6.8
c1ccc(Cc2ccc(OCCn3cncn3)cc2)cc1	5.8
CCOc1ccccc1C(=O)N1CCN(c2cccc(Cl)c2)CC1	-6.1
Cc1ccc(Nc2nc(N)nc(CN3CCCCCC3)n2)cc1	2.0
Oc1ccccc1-c1cc(-c2cccc(F)c2)n[nH]1	-5.8
Cc1ccccc1NC(=O)CSc1nc(N)c(C#N)cc1C#N	-1.6
CC(C)CCNC(=O)C(c1ccco1)N(Cc1ccc(F)cc1)C(=O)c1snc(C(N)=O)c1N (stereo not drawn)	-11.1
O=C(Nc1ccon1)c1cccc(Cl)c1	5.0
Cc1cc(C)cc(N(C(C)C(=O)Nc2c(C)n(C)n(-c3ccccc3)c2=O)S(C)(=O)=O)c1 (stereo not drawn)	-10.4
O=C(NCC(F)(F)F)N1CCOCC1	4.9
O=C(Nc1ccc2c(c1)OCCO2)c1c(F)c(F)c(F)c(F)c1F	5.3
Cc1c(NC(=O)Cn2nc(C(=O)O)c3ccccc3c2=O)c(=O)n(-c2ccccc2)n1C	8.0
CCc1ccc(NC2=NC(C(=O)NC3CCCCC3)CC(=O)N2)cc1 (stereo not drawn)	-18.1
COc1cc2c(c(OC)c1)C(c1ccncc1)CC(=O)N2 (stereo not drawn)	6.9
COc1cccc(C(=O)Nc2c(F)c(F)c(F)c(F)c2F)c1	5.6
CCOc1cc(C(=O)Nc2c3c(nn2C(C)(C)C)CS(=O)C3)cc(OCC)c1OCC (stereo not drawn)	-4.6
O=c1[nH]cnc2c1nc(SCc1ccccc1)n2C1OC(CO)C(O)C1O (stereo not drawn)	-1.5
Cc1ccc(C(=O)c2coc3ccc(OCC(=O)O)cc23)cc1	-4.0
O=C(CP(=O)(c1ccccc1)c1ccccc1)N1CCCCC1	5.5

# Going on with the list:
mol	E coli WT inh
O=C(Oc1cccc(Oc2ccccc2)c1)N1CCOCC1	-24.7
COc1ccc(CNC(=O)Cn2cnc3c(=O)n(C)c(=O)n(C)c32)cc1	-11.9
O=C(NCc1ccccc1)c1cc(-n2cnnc2)ccc1Cl	-16.3
CC(=O)Cc1nsc(NC(=O)c2ccc(-c3cc(C(F)(F)F)ccc3Cl)o2)n1	-22.9
C/C(Cl)=C/Cn1c(=O)c2c(nc(Br)n2Cc2ccccc2)n(C)c1=O	-17.6
CCn1c(Cc2c(C)[nH]c3ccccc23)nnc1SCC(N)=O	-18.2
COC(=O)c1[nH]c2ccccc2c1NC(=O)CN1CCC(C(N)=O)(N2CCCCC2)CC1	-4.7
Cc1ccc(-c2c(C#N)c(N)nc3c2CCCCC3)o1	-24.7
COc1cccc(C=Nc2ccc3c(c2)OCCO3)c1O	6.5
O=C1NC(=O)C(CC(=O)N(Cc2ccco2)C2(C(=O)NC3CCCC3)CCCCC2)N1 (stereo not drawn)	6.0
O=C(c1ccco1)N1CCN(C(=O)N2c3ccccc3Sc3ccccc32)CC1	-13.7
O=C(O)c1ccccc1-c1ccccc1C(=O)NCc1ccco1	-1.1
COc1cccc(C(=O)Nc2c(C)n[nH]c2C)c1	0.6
C[C@@H]1C[C@H]2[C@@H]3CCC4=CC(=O)C=C[C@]4(C)[C@@]3(F)[C@@H](O)C[C@]2(C)[C@@]1(O)C(=O)COP(=O)(O)O	9.2
Cc1cc(C)nc(SCC(=O)c2cc3ccccc3oc2=O)n1	-0.2
Cc1cc(S(=O)(=O)N2CCOCC2)ccc1F	-18.6
CC1CCc2c(sc3c2C2=NS(=O)(=O)CCN2C=N3)C1 (stereo not drawn)	6.0
CCOc1ccc(NC(=O)CSc2nccn2C)cc1	1.6
CCc1nc(C)cn1S(=O)(=O)c1cc(Br)c(C)cc1OC	2.3
CC(NC(=O)C1CCCN(S(=O)(=O)c2cccs2)C1)c1ccccc1 (stereo not drawn)	6.3
O=C(NCc1cccnc1)c1ccccc1Br	3.6
COc1ccc(CNC(=O)c2ccccc2SC)cc1	-23.0
COc1ccc(NC(=O)CN(c2ccc(C(C)C)cc2)S(=O)(=O)c2c(C)noc2C)cc1OC	7.9
CCCCC(CC)CNC(=O)C1CCCN(S(=O)(=O)c2cnc[nH]2)C1 (stereo not drawn)	10.8
O=C(CCN1C(=O)c2ccccc2C1=O)N1CCC(c2ccccc2)C1 (stereo not drawn)	1.1

# Reformatted: entries from further up
Cc1cc(C)cc(-n2ccnc2SCC(=O)Nc2ccc3c(c2)OCCO3)c1
  E coli WT inh: 7.5
O=S(=O)(Nc1cccnc1)c1cccc(C(F)(F)F)c1
  E coli WT inh: -4.7
CCOC(=O)CCCCC(=O)c1[nH]c(=O)[nH]c1CN1CCOCC1
  E coli WT inh: -10.7
Cc1ccc(-c2nnc(CSc3nc4cc5c(cc4cc3C)OCO5)o2)cc1
  E coli WT inh: -23.3

# Next section:
mol	E coli WT inh
Cc1ccc(C(=O)N2CCCC(c3nc4c(nnn4Cc4ccccc4)c(=O)[nH]3)C2)cc1 (stereo not drawn)	8.8
C=CCN1C(=O)CS/C1=C(\C#N)S(=O)(=O)c1ccc(C)cc1	4.8
c1ccc(-c2cn3c4c(sc3n2)CCCC4)cc1	-2.4
COc1ccc(NC(=O)c2ccc3c(c2)C(=O)N(Cc2cccnc2)C3=O)c(OC)c1	-1.5
Cc1cc(OCC(O)CN2CCN(CCO)CC2)ccc1C(C)C (stereo not drawn)	-1.6
COc1ccccc1NC(=O)CSc1nc2nc(C)cc(C)c2c(=O)[nH]1	-17.4
Cc1cc(C)cc(CSc2nnc(C)c(=O)[nH]2)c1	-16.9
COc1ccc(CCn2c(C)cc(C(=O)CSc3nnnn3-c3ccccc3)c2C)cc1OC	-17.1
Cc1ccc2nc(NC(=O)C3CCCN(S(=O)(=O)c4cccc5nonc45)C3)sc2c1 (stereo not drawn)	1.6
CC1(C)O[C@@H]2C[C@H]3[C@@H]4CCC5=CC(=O)C=C[C@]5(C)[C@@]4(F)[C@@H](O)C[C@]3(C)[C@]2(C(=O)CO)O1	11.7
O=C(c1ccco1)N1CCN(S(=O)(=O)c2ccc(Br)s2)CC1	-21.7
O=C(CCNS(=O)(=O)c1cccs1)Nc1ccccc1F	-6.0
Cc1ccc(CNC(=O)C2CCCN(S(=O)(=O)c3cccnc3)C2)cc1 (stereo not drawn)	9.4
COc1ccc(CNc2nc(SCC(=O)NCc3ccco3)nc3ccccc23)cc1	5.5
N#Cc1cn(CCOc2ccccc2F)c2ccccc12	-9.8
CC1(C)C(=O)C2(C(=O)NCc3ccccc3)CCC1C2 (stereo not drawn)	-20.8
CCOC(=O)c1cc2n(n1)C(C(F)(F)C(F)(F)F)CC(C)N2 (stereo not drawn)	3.5
COc1ccccc1N1CCN(C(=O)CSc2nc(C)c(Cc3ccccc3)c(=O)[nH]2)CC1	-15.7
c1ccc(-c2cc(-c3nnc4sc(-c5ccccn5)nn34)[nH]n2)cc1	-7.8
C=C(C)Cn1c(-c2ccccc2)nc2ccccc21	-4.0
CCN(CC)C(=O)CSc1nnc(-c2cc(OC)cc(OC)c2)o1	-4.3
COc1cc(NS(=O)(=O)c2ccc(Br)s2)cc(OC)c1	5.7
COC(=O)C1CCN(C(=O)NC(C)(C)C)CC1	16.2
CC1=C(C(=O)Nc2ccccc2C)C(c2ccc(C)o2)N2C(=O)CSC2=N1 (stereo not drawn)	2.4
Cn1cccc1C1NC(=O)c2c(sc3c2CCC(C(C)(C)C)C3)N1 (stereo not drawn)	-0.6

# Three of these compounds, set out differently.
O=C1NC(=O)C(CC(=O)N(Cc2ccco2)C2(C(=O)NC3CCCC3)CCCCC2)N1 (stereo not drawn)
  E coli WT inh = 6.0

O=C(c1ccco1)N1CCN(C(=O)N2c3ccccc3Sc3ccccc32)CC1
  E coli WT inh = -13.7

O=C(O)c1ccccc1-c1ccccc1C(=O)NCc1ccco1
  E coli WT inh = -1.1

# More structures follow:
SMILES	E coli WT inh
O=C(NCCN1CCOCC1)c1ccc2c(c1)N(Cc1ccccc1F)C(=O)CS2	-5.0
CC(=O)Nc1c(C(=O)O)[nH]c2ccccc12	-3.3
Cc1cc(C)nc(N2C(=O)CC(Cc3ccccc3)C2=O)n1 (stereo not drawn)	-9.8
CCCOc1ccc(/C(O)=C2/C(=O)C(=O)N(CCCOC)C2c2ccncc2)cc1 (stereo not drawn)	-4.8
COc1c(C(=O)Nc2c(C)n(C)n(-c3ccccc3)c2=O)ccc2ccccc12	-0.4
O=C(CSc1nnnn1C1CCCCC1)N1CCc2ccccc21	11.0
O=C(Nc1ccc(Cl)cc1C(=O)O)c1ccc2c(c1)C(=O)N(Cc1ccco1)C2=O	4.8
O=C(c1cccs1)N1CCN(S(=O)(=O)N2CCCCC2)CC1	1.9
COc1ccc(S(=O)(=O)N2CCN(C(=O)NC3CCCCC3)CC2)cc1OC	-14.8
COCCOC(=O)C1=C(C)OC(N)=C(C#N)C1c1ccc2c(c1)OCO2 (stereo not drawn)	-3.2
COc1cc(S(=O)(=O)N2CCC(C(N)=O)CC2)c(C)cc1C	2.2
Cc1ccc2c(c1)C(O)(c1c(C)[nH]c3ccccc13)C(=O)N2 (stereo not drawn)	-16.1
COC(=O)c1ccccc1NC(=O)Cn1ccnc1	2.3
CCOC(=O)N1CCN(C(=O)c2ccc3nc4ccsc4c(=O)n3c2)CC1	3.4
C/C=C(\C)c1nnc(NC(=O)C(C)C)s1	3.0
Cc1ccc(N(CC(=O)Nc2ccc(F)cc2)S(=O)(=O)N2CCCC2)cc1	1.2
CCOC(=O)C1CCN(C(=O)c2ccccc2N(C)S(C)(=O)=O)CC1	-8.8
COc1cc2c(cc1OC)C(c1ccncc1)CC(=O)N2 (stereo not drawn)	-15.1
COC(=O)c1cc(NS(=O)(=O)c2ccc(OC)c(OC)c2)ccc1Cl	-22.8
CC(C)n1c(NCc2ccc(N(C)C)cc2)nc2ccccc21	6.0
Cc1ccc(-c2cc(C(F)F)n3ncc(C(=O)NCc4ccco4)c3n2)cc1	-2.3
COc1ccc(CCN2C(=O)CC(N3CCN(S(=O)(=O)c4ccccc4)CC3)C2=O)cc1 (stereo not drawn)	-5.4
CC(C)CNC(=O)C1CC(=O)OC12CCCCC2 (stereo not drawn)	-4.8
O=c1oc2cc(O)ccc2cc1-c1ccc(F)cc1	-15.3
C=CCn1c(SCCCCCC)nc(O)cc1=O	-15.6
CCOC(=O)c1c(-c2ccccc2)oc2ccc(O)c(CN3CCOCC3)c12	6.1
Cc1cc(C(=O)NC(C)c2ccncc2)cs1 (stereo not drawn)	-11.1
COc1ccc(C2CC(c3cccc(OC)c3OC)n3nnnc3N2)cc1 (stereo not drawn)	-14.5
CN(C)S(=O)(=O)NCc1ccc2c(c1)OCO2	-23.4
Cc1csc(SCC(=O)NC(=O)NCc2ccccc2)n1	-0.7
